# Bioassay records: PubChem, National Center for Advancing Translational Sciences (NCATS)
# ALOX12 inh: Primary qHTS assay for inhibitors of human arachidonate 12S-lipoxygenase (ALOX12): Round 2; Potency, µM (doses to about 108 µM), for inactives: top-dose activity change, negative = inhibition, hits mostly inhibitors; purified 12hLO, xylenol orange hydroperoxide absorbance; AID 1671190, 2021; 580,000 compounds, 1.1% hits; Polyunsaturated fatty acid lipoxygenase ALOX12 (Homo sapiens), P18054; active means well fitted inhibition curve with a large enough effect; inconclusive means small, poorly fitted or top-dose-only effect, or another doubt; inactive means no such curve, though single readings can be large or run the other way
# Target sequence (P18054 whole entry, looked up): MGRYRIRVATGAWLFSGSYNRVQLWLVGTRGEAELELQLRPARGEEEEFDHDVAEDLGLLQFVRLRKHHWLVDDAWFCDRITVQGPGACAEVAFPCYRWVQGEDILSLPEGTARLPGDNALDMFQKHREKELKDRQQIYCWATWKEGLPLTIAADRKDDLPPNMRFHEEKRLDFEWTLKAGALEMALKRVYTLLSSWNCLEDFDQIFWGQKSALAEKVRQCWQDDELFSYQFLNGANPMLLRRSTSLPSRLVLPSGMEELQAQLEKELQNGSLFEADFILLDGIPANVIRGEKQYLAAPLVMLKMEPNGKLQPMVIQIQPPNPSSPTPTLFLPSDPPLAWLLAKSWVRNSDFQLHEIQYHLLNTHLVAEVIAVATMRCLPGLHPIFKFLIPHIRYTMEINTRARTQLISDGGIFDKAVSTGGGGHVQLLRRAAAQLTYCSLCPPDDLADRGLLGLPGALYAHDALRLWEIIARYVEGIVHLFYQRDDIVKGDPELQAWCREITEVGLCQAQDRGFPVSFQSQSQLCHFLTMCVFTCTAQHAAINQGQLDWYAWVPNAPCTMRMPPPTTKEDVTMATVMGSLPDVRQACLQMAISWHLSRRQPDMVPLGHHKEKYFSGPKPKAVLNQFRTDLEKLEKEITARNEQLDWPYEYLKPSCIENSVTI
#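 Hydroperoxide product was detected by ferrous iron/xylenol orange as the 573 to 405 nm absorbance ratio. Arachidonic acid at 40 uM (final) was turned over for 30 min at room temperature by 150 nM human 12hLO, pH 7.0 Hepes buffer, after 15 min compound preincubation.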
# * = called active by the depositor; u = inconclusive; [ ] = remark or other dose. On the % scale 0 is the no-effect control and ±100 the full control effect; potency means the concentration at half of the fitted maximal effect. The list is partial. The share of hits here may be higher or lower than overall.
SMILES,ALOX12 inh
O=C(NC[C@H]1OC[C@@H](NC2CCOCC2)[C@@H]1O)c1ccccc1,u
COc1cc(/C=C(\C#N)c2nc3ccccc3[nH]2)ccc1OC(C)C,-20%
COc1ccc(NC(=O)N2C[C@@H]3C[C@H](C2)c2c(NS(=O)(=O)c4ccccc4)ccc(=O)n2C3)cc1,20%
CCNc1ncc(CN2CCN(c3ccncc3)CC2)cn1,26%
CCC(C)NC(=O)Cc1ccc(S(=O)(=O)N2CCCCC2)cc1 (centres undefined),2%
N#Cc1ccc(N2CCN(CCCOCC(F)(F)F)CC2)c([N+](=O)[O-])c1,-28%
CCn1c(=O)n(CC)c2cc(N3CCCC3)c(NC(=O)Nc3cccc(SC)c3)cc21,-24%
CCN1CCN(Cc2nc3c(c(=O)n(C)c(=O)n3C)n2Cc2c(F)cccc2Cl)CC1,-5%
Cc1c(CCC(=O)Nc2ccc(F)cc2)c(=O)oc2cc(O)ccc12,6%
Cc1cc(C2CCC2)nc(N2C[C@@H](C)[C@@](C)(O)C2)n1,35%[activator]
COc1ccc(-c2noc(-c3nc(C(C)C)no3)n2)cc1,32%[activator]
Cn1cc(-c2ccc(Cl)cc2)cc1C(=O)O,20%
Cc1cc(CN2CC(Oc3ccc(F)c(F)c3)C2)no1,-1%[12.5 µM]
O=C(Cc1cccc(F)c1)N1CCC(Oc2ccccc2)C1 (centres undefined),u
C[S+](=O)([O-])N1Cc2ccccc2CC2(CCCN(CCc3ccccc3)C2)C1 (centres undefined),12%[6.33 µM]
COc1cccc(S(=O)(=O)N2C[C@@H](C)[C@](O)(C3CCC3)C2)c1,0%
O=C(Cn1cccc1-c1nc(-c2ccccc2)no1)Nc1ccccc1F,7%
COc1ccc(CN[C@H]2CS(=O)(=O)C[C@@H]2S(=O)(=O)c2ccc(F)cc2)cc1OC,-6%
Cc1ccc(S(=O)(=O)N2CCCC2C(c2ccccc2O)c2cn(C)c3ccccc23)cc1 (centres undefined),-6%
CC(C)c1nc2ccccc2n1CC(=O)N1CC[C@](C)(O)[C@@H](O)C1,11%

# In another format: results already given
smiles | ALOX12 inh
Cc1cc(CN2CC(Oc3ccc(F)c(F)c3)C2)no1 | -1%[12.5 µM]
O=C(Cc1cccc(F)c1)N1CCC(Oc2ccccc2)C1 (centres undefined) | u
C[S+](=O)([O-])N1Cc2ccccc2CC2(CCCN(CCc3ccccc3)C2)C1 (centres undefined) | 12%[6.33 µM]
COc1cccc(S(=O)(=O)N2C[C@@H](C)[C@](O)(C3CCC3)C2)c1 | 0%

# Continued.
SMILES,ALOX12 inh
O=C1NC2(CN(C(=O)c3ccc4c(c3)OCO4)C2)Oc2ccccc21,24%
Cn1c(SCc2cc(Cl)c3c(c2)OCCO3)nnc1-c1cccnc1,3%
CCC(C)(C)c1ccc(O)c(-c2csc(N)n2)c1,u
CC(=O)Nc1ccc(C(=O)NC2CCN(c3cc(-c4ccc(F)cc4)[nH]n3)C2)cc1 (centres undefined),13%
CN(C(=O)CN1CCC2(CC1)C(C(=O)O)CC(=O)N2C)c1ccccc1 (centres undefined),19%
COc1ccc(CN2C(=O)C3(CCOCC3)CC2c2nnnn2C(C)(C)C)c(OC)c1 (centres undefined),8%
O=C(c1ccc(F)cc1)N1CCOC[C@H](Oc2cnccn2)C1,65%[activator][176 µM]
CCCNC(=O)c1ccc(CN2C(=O)NC3(CCS(=O)(=O)CC3)C2=O)cc1,17%
COc1ccc(CNC(=O)Cc2c(C)c3c(O)cc(C)cc3oc2=O)cc1OC,-19%
CCCCOc1ccc(C(N)C(=O)OCC)cc1 (centres undefined),u
COc1ccc2[nH]cc(CCNC(=O)C3N(C(C)C)C(=O)C34CCCC4)c2c1 (centres undefined),-15%
C#CCNC(=O)C1COC2(CCCCC2)N1C(=O)c1cccc(F)c1 (centres undefined),26%
CC(C)CC(CNc1ccc2nnnn2n1)N1CCCC1 (centres undefined),-13%
O=C(NCC(=O)N1CCN(CC(=O)N2CCCC2)CC1)c1ccc(N2CCCC2=O)cc1,-11%
CNc1c(NC(=O)c2cc(OC)ccc2Br)c(=O)oc2ccccc12,-19%
COCC(=O)N1CCc2nc(C(C)C)nc(-c3ccc(O)cc3)c2C1,23%
COc1ccc(CN2CCC[C@H]2c2nc(-c3ccnc(N4CCOCC4)c3)no2)cc1,-1%[176 µM]
CN1C(=O)C(CC(=O)NCC2CCN(Cc3ccc(F)cc3)CC2)=C2CCCCC21 (centres undefined),29%
CN(Cc1nc2ccsc2c(=O)[nH]1)C(=O)c1cnn(-c2ccc(F)cc2)c1-n1cccc1,30%
CCN(CC)C(=O)N1C[C@H](NC(=O)CCc2csc(N)n2)[C@@H](C2CC2)C1,u
Cc1ncoc1C(=O)N1CC[C@H](CO)[C@H](NC(=O)c2ccccc2)C1,29%
CCOC(=O)c1cnn(-c2ccc(C(=O)Nc3ccc(Br)cc3)cc2)c1N,-11%
CCn1cc(S(=O)(=O)NCCc2noc(COC)n2)cn1,23%
Cc1[nH]c2ccccc2c1C(=O)COC(=O)c1ccccn1,u
CCc1ccccc1S(=O)(=O)N1CCC(n2cnnc2CC)CC1,34%[activator]
O=c1[nH]ccn1C1CCN(Cc2cccnc2)CC1,104%[activator][176 µM]
COc1ccc(Cl)cc1S(=O)(=O)N1CCC(OC2CCN(C)CC2)CC1,34%
CCn1c(C2CCCNC2)nn(Cc2ccc(C(C)C)cc2)c1=O (centres undefined),-5%
CN(CC(=O)NC1CCCC1)Cc1cccc(C#N)c1,4%
Cc1ccc(-c2cnc(SCC(=O)Nc3ccc(F)c(F)c3)o2)cc1C,-12%
COc1ccc(C(NC(=O)CNc2ccccc2C(=O)NC2CC2)C2CC2)cc1 (centres undefined),-15%
COc1ccc(C(=O)N2CCC3(CC2)CNC(C(=O)O)C3)cc1Cl (centres undefined),84%[activator]
O=C(NCCc1ccccc1)c1[nH]c2ccccc2c1Cl,-14%
Cc1cc2oc(C(=O)NCC(c3cccs3)N3CCOCC3)cc(=O)c2cc1Cl (centres undefined),-4%
CC(NCc1cccc(C#N)c1)c1ccc(Cl)c(Cl)c1 (centres undefined),-5%
COCCCNC(=O)N1CCCN(Cc2ccncc2)C(c2ccccc2)CC(=O)NCC1 (centres undefined),18%
O=C(CCC1CCCN(S(=O)(=O)c2ccccc2)C1)NCC1CC1 (centres undefined),19%
C#Cc1cccc(NS(=O)(=O)c2cccs2)c1,86%[activator]
O=S(=O)(Cc1ccc(Cl)cc1)Nc1nc2c(s1)CCCC2,-18%
CCCCNC(=O)c1cccc(N)c1,-1%

# An excerpt of these results, with tabs.
mol	ALOX12 inh
C#Cc1cccc(NS(=O)(=O)c2cccs2)c1	86%[activator]
O=S(=O)(Cc1ccc(Cl)cc1)Nc1nc2c(s1)CCCC2	-18%
O=C(NCCc1ccccc1)c1[nH]c2ccccc2c1Cl	-14%

# Following part:
SMILES,ALOX12 inh
Nc1nccnc1C(=O)NCc1ccc(O)cc1,u
Cc1ccc(-c2nc(C)c(C(=O)NC3C=CS(=O)(=O)C3)s2)cc1 (centres undefined),-4%
COc1ccc(C)cc1NC(=O)N1CCCC1c1cccs1 (centres undefined),25%
COC(=O)[C@@H]1Cc2c([nH]c3ccccc23)[C@H]2C[C@@H](NC[C@H]3CCCO3)C[C@@H](c3ccccc3F)N21,5%
Cc1c(Cl)cccc1NC(=O)N1CCCC1c1nncn1-c1ccccc1 (centres undefined),u
O=C(C1CCCC1)N1CCn2c(nn(-c3ccncc3)c2=O)C1,19%[176 µM]
Cc1ccc(CC(=O)NCc2nnc3c(-c4nc(C5CC5)no4)cccn23)cc1,24%
CNC(=O)c1cccc(I)c1,u
CCc1cccc(Nc2ccc3cc(S(=O)(=O)N4CCCC4)ccc3n2)c1,-26%
Cc1nnc(NC(=O)C(Sc2ccccc2)c2ccccc2)s1 (centres undefined),u

# Three compounds from above, arranged by their value in ALOX12 inh, rising.
SMILES,ALOX12 inh
CCc1cccc(Nc2ccc3cc(S(=O)(=O)N4CCCC4)ccc3n2)c1,-26%
COC(=O)[C@@H]1Cc2c([nH]c3ccccc23)[C@H]2C[C@@H](NC[C@H]3CCCO3)C[C@@H](c3ccccc3F)N21,5%
Cc1ccc(CC(=O)NCc2nnc3c(-c4nc(C5CC5)no4)cccn23)cc1,24%

# New compounds follow.
SMILES,ALOX12 inh
Cc1cccc(N(C)C(=O)Cn2cccc2-c2nc(-c3ccccc3)no2)c1,12%
CCOc1ccc(NS(=O)(=O)c2ccc(C(=O)NC3CCN(CC)CC3)cc2)cc1,u
Cc1ccc(NC(=O)c2cc3c(s2)CCCCC3)c(C)c1,0%
O=C(C1CCC1)N1CCC(N2C(=O)C(O)C23CCCCC3)CC1 (centres undefined),10%
COC1CCC12CCN(C(=O)NC1CCCCC1)CC2 (centres undefined),48%[activator]
Fc1cccc(Nc2nc(NCC3CCCO3)nc3c2cnn3-c2ccccc2)c1 (centres undefined),-14%
CC(C)CN1CC(C(=O)Nc2nc3c(s2)CCCCC3)CC1=O (centres undefined),6%
O=C(COc1ccccc1)NC[C@H]1Cn2c(-c3ccc(Cl)cc3)cnc2CO1,37%[activator][176 µM]
Cc1ccccc1NC(=O)CSc1nc(=O)[nH]c2c1CCCC2,-3%
O=C(CCc1nc(-c2ccncc2)no1)NCc1cccnc1-n1cncn1,-52%
CCc1nc2c(=O)n(CC(=O)NC(C)c3ccccc3)nc(C)c2s1 (centres undefined),12%
COc1ccc([N+](=O)[O-])c2cccnc12,2%
O=S(=O)(c1ccccc1)N1CCCC1c1nc2ccccc2[nH]1 (centres undefined),6%
CN(C)C(=O)c1ccc(NC(=O)CC#N)cc1,7%
O=C(NCCN1CCOCC1)C1CCCN(C2CCN(Cc3ccncc3)CC2)C1 (centres undefined),39%[activator]
O=C1CO[C@H]2CCN(Cc3ccncc3)CC[C@@H]2N1Cc1c[nH]c2ccccc12,-12%[176 µM]
CN1C(=O)C(c2ccccc2)CC12CCN(C(=O)c1ccc(C#N)cc1)CC2 (centres undefined),-3%
O=C(NC1CCCCC1)[C@@H]1C[C@@H](O)CN1C1CCN(C(=O)c2cccnc2)CC1,46%[activator]
CC(C)CCNC(=O)C1N(C(C)C)C(=O)C12CCCCC2 (centres undefined),22%
O=C(NCCCN1CCCC1=O)c1ccc(-c2ncc3cnc(-c4ccccc4)cn23)cc1,-36%
CCCn1nc(C(=O)OC(C)C(=O)Nc2cccc(S(=O)(=O)N(C)C)c2)c2ccccc2c1=O (centres undefined),3%
COCc1ncc(CN2CC[C@@H](c3ccc4ccccc4c3)[C@H](O)C2)cn1,u
CCCn1ncc(C(=O)N2CCOCC2CC(=O)N2CCSCC2)c1C (centres undefined),35%[activator]
Cc1ccc(-c2nc(SCc3ncc(-c4ccc(Cl)cc4)o3)n[nH]2)cc1,u
COCC(=O)N(C)Cc1ccc(-c2ccccc2)cc1,62%[activator][176 µM]
COc1ccc(NC(=O)Cn2nc3c(cc2=O)CN(C(C)=O)CC3)cc1Cl,26%
CC(C)COc1cc(=O)n2c(c1C(=O)NCCCn1cccn1)CCCCC2,48%[activator]
Cc1nc2c3ccccc3nn2c(C)c1CCC(=O)Nc1ccc(C#N)cc1,-26%
O=C(Cn1cccc1-c1nc(-c2ccc3c(c2)OCO3)no1)NCc1ccc(F)cc1F,24%
Cc1ccc2oc(C(=O)N3CCC(Cc4ccccc4)CC3)cc(=O)c2c1,u
COc1ccc([C@@H]2[C@@H](C(=O)N3CCOCC3)CC(=O)N2C(=O)/C=C/c2ccccc2)cc1,2%
C1CC2(CCN1)CC(OCC1CC1)CCO2 (centres undefined),48%[activator]
CS(=O)(=O)N1CCCN(C(=O)CCCc2ccccc2)c2ccccc21,36%[activator]
Cn1ccnc1C(=O)NCC(=O)N1CCCCCCNC(=O)CC1c1ccccc1 (centres undefined),71%[activator]
Fc1ccc(-c2nc3ccccc3o2)cc1,-9%
O=C(CSc1ncnc2ccccc12)Nc1ccc(Cl)cc1Cl,8%
CCCCCNC(=O)CCN(CCCC)C(=O)c1ccoc1,u
Cc1nn(C)c(C)c1CCN(C)Cc1ccc(=O)n(C)c1,78%
COc1ccccc1Cc1nnc(NC(=O)c2ccc(NC(=O)C(C)C)cc2)s1,-4%
CCCCn1cnc2c1c(=O)[nH]c(=O)n2CC(C)C,11%
c1ccc(-c2cc3c(Nc4cccnc4)nccc3[nH]2)cc1,-16%
COc1cccc(CNc2cc(Cl)nc3ccnn23)c1,21%[176 µM]
COCCN1CC2(CCCN(C(=O)c3n[nH]c4ccc(C)cc34)C2)CCC1=O (centres undefined),6%
CN(C)c1nc(N)nc(COc2ccc3ccccc3c2Br)n1,-17%
COc1ccc(-c2cc(C(=O)O)c3cc(C)ccc3n2)cc1OC,u
CCCN(CCC)C(=O)c1cc2cc(Br)ccc2oc1=O,u
COc1ccccc1CNc1nc2ccccc2nc1NS(=O)(=O)c1cccc(Cl)c1,4%
Cc1occc1C(=O)Oc1ccc(-c2ccc(C#N)cc2)cc1,-15%
CC(=O)N1CCC(C2CCN(Cc3ccccc3C#N)C2)CC1 (centres undefined),66%[activator]
COC[C@H]1CCCN1Cc1nc(C2(O)CCN(Cc3ccc(C(F)(F)F)cc3)CC2)cs1,-27%
# More compounds:
SMILES,ALOX12 inh
COc1ccc(NC(=O)c2ccc3c(c2)N(C)C2CCCCCN2C3=O)cc1OC (centres undefined),17%
CCOC(=O)c1cn[nH]c1S(=O)(=O)N1CCCC(C)C1 (centres undefined),11µM*
CC(=O)N1CCN(Cc2csc(-c3ccc(C(F)(F)F)cc3)n2)CC1,2%
Cc1cc(Cl)ccc1-n1nc(C)c([C@@H]2C=C[C@@H](NC(=O)c3ccc(N(C)C)cc3)C2)c1C,-15%
CCOC(=O)C1(Cc2ccccc2F)CCCN(C(=O)c2ccc(OC)nc2OC)C1 (centres undefined),29%
COc1ccc(C2C(C(N)=O)=C(C)Nc3nc(-c4cccc(C)c4)nn32)cc1 (centres undefined),-21%
